Screening data from PubChem BioAssay.
KCNH2 3.1 block: KCNH2 3.1 (human) potassium channel inhibition | U2OS KCNH2 3.1, thallium flux FluxOr; active compounds read low | activity change, % (tested at about 1.8 µM) | 340,000 tested, 0.95% active | AID 720553;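 active = maximum activity change below -70%; inconclusive = maximum activity change from -70% to -50%; inactive = maximum activity change above -50%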;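 also: thallium influx rate constant from kinetic fluorescence after stimulation buffer; % is scaled to controls: 0 for no effect and ±100 for the full control effect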
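Thallium flux read-out: FluxOr dye with Red40 quencher in HBSS/HEPES, 45 min at RT. Rate constants from kinetic reads were normalized to positive and negative DMSO controls. Cells: U2OS virally expressing the 3.1 isoform.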
TSHR antagonist: antagonists of human thyroid stimulating hormone receptor; TSHR-expressing cells, TSH-stimulated cAMP HTRF, 2 h; active compounds read low; activity change, negative = inhibition, % at 11.5 µM; 330,000 tested, 0.2% active;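 active = activity change below a set negative limit, meaning inhibition stronger than a set level, cut at about -70% in these data; inconclusive = activity change between two set negative limits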; also: % is scaled to controls: 0 for no effect and ±100 for the full control effect
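Read-out is FRET at 665 nm (cryptate excitation 337 nm) from a cryptate-tagged anti-cAMP antibody, competed by cell cAMP against cAMP-d2. Compounds are tested on freshly harvested TSHR cells challenged with 4nM TSH (EC80) for 2 hours at 37 deg C.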
AT treatment: potential ataxia-telangiectasia treatment | […] A-T fibroblasts, KAP-1 phosphorylation AlphaLISA; neocarzinostatin DNA damage 30 min before lysis | Potency, µM (titrated, usually from 57.5 µM), for inactives: at the highest dose activation, hits mostly activators | 320,000 tested, 0.19% active | AID 485349; also: potency is read from the fitted curve at half-maximal effect; % of control where 0% means no effect; nearly all actives have a fitted effect of over 45% in size
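hTERT-immortalized A-T patient fibroblasts ([…]), 500 cells/well in OPTI-MEM, 1% FBS, got compounds for 60 min, then NCS for 30 min at 37C. Lysates were then assayed for phospho-KAP-1 by AlphaLISA (anti-pKAP1 donor, anti-KAP1 acceptor beads), 6 hr at 25C.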
Mito fusion yeast: blocks mitochondrial division or promotes mitochondrial fusion. S. cerevisiae fusion-defective mutant growth rescue, CellTiterGlo 48 h. Potency, µM (doses to about 46.1 µM), for inactives: at the highest dose growth rescue (activation), hits mostly activators. 320,000 tested, 0.23% active;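 also: potency is read from the fitted curve at half-maximal effect; % of control where 0% means no effect; nearly all actives have a fitted effect of over 45% in size; temperature-sensitive fusion mutants such as fzo1-1 at 37 °C on non-fermentable ethanol glycerol medium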
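Compounds are tested for their ability to restore growth of mitochondrial fusion-defective yeast strains at non-permissive 37C in YPEG medium over 48 hours. Viability is quantified by luciferase luminescence.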
Eya2 inh: Eya2 (human) phosphatase inhibition. Potency, µM (doses to about 76.9 µM), for inactives: at the highest dose activity, negative = inhibition, most hits filed as inhibitors. AID 488837. recombinant Eya2, OMFP fluorescence dephosphorylation (OMFP is methylfluorescein phosphate). 330,000 tested, 0.006% active; also: potency is read from the fitted curve at half-maximal effect; % is scaled to controls: 0 for no effect and ±100 for the full control effect
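Eya2 protein (added as 0.2 uM solution) was preincubated with compound for 10 min at ambient temperature in 50 mM HEPES pH 7.5, 50 mM NaCl, 5 uM MgCl2, 0.05% BSA, 1 mM DTT. OMFP (added at 50 uM) then reacted 10 min; fluorescence read at 485/525 nm.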
TCR act: T cell receptor activation; primary human leukocytes, anti-CD3, IL-2 HTRF, 48 h; 330,000 tested, under 10 active; Potency, µM (doses to about 9.22 µM), for inactives: at the highest dose activation of IL-2 secretion, hits mostly activators; also: % of control where 0% means no effect
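Using a-CD3 beads without co-stimulation, primary human leukocytes were exposed to compounds for 48 hr. An HTRF IL-2 kit measured the cytokine, with europium-to-d2 energy transfer producing emission at 665nm upon 320nm excitation.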
TRPV1 ag: human TRPV1 agonism; Q8NER1; TRPV1-expressing cells, Fluo-8 calcium influx, agonist mode; activation, % at 8.33 µM; 320,000 tested, 0.19% active; AID 540275; in the data active = activation above about 80%; inconclusive = between about 30% and that limit; also: 0% is about no effect
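TRPV1-expressing cells were cultured overnight at 35.5C and loaded with Fluo-8 calcium dye for 40 to 90 min at room temperature. After a 10 s baseline, compound was added and calcium influx was read kinetically for 3 min (ex 480/em 520 nm).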
KCNH2 WT inh: blocks the wildtype human KCNH2 potassium channel. 340,000 tested, 0.37% active. U2OS, BacMam KCNH2, thallium flux FluxOr; active compounds read low. activity change, % at 1.84 µM. Q12809;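 active = maximum activity change below -70%; inconclusive = maximum activity change between -70% and -50%; inactive = maximum activity change above -50%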; also: % is scaled to controls: 0 for no effect and ±100 for the full control effect
Target sequence (Q12809 whole entry, looked up): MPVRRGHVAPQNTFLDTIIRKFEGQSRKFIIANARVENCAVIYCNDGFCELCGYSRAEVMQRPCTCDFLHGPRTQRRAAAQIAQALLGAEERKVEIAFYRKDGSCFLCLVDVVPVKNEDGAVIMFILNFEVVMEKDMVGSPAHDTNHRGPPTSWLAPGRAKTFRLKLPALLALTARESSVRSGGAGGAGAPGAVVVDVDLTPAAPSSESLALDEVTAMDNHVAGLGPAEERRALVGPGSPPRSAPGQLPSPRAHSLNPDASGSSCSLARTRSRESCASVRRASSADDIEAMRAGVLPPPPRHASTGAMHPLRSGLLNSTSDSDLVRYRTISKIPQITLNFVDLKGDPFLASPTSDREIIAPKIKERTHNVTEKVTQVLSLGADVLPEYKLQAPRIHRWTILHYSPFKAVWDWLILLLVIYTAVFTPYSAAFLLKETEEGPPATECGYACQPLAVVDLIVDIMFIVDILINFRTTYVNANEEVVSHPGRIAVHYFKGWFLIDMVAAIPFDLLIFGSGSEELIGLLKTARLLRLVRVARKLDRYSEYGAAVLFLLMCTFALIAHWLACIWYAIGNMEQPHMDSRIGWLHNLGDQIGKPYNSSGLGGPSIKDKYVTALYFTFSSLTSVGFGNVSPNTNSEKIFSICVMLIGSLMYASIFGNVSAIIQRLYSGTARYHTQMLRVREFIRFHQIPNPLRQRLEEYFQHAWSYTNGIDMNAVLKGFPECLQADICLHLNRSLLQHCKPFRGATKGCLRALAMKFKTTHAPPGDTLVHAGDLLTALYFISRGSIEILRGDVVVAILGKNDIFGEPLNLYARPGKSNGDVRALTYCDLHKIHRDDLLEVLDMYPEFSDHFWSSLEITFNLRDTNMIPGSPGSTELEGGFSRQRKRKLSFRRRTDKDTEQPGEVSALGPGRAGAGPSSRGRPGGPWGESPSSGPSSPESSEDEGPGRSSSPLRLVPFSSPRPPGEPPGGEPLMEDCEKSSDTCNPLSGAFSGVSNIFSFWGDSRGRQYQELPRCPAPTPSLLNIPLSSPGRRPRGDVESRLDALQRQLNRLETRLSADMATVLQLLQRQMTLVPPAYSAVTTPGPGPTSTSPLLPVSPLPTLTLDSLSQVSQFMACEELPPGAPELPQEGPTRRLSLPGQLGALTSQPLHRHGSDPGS
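U2OS cells transduced with wild-type KCNH2 virus are loaded with FluxOr dye for 45 min, and thallium flux is measured in kinetic reads before and after stimulation buffer. Rate constants are normalized to DMSO controls.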
USP2a block: USP2a (human) protease inhibition; USP2 core, Ub-CHOP2 coupled fluorogenic reporter, 485/531; Potency, µM (highest dose often 38.3 µM), for the others: at the top dose activity change, negative = inhibition, hits mostly inhibitors; 330,000 tested, 0.01% active; AID 463254;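 also: potency is read from the fitted curve at half-maximal effect; plate controls were DMSO wells for no effect and full inhibition by NEM control for full effect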
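Cell-free coupled assay: 10nM USP2 core preincubated 30min RT with compound in Tris-HCl pH 8.0/CaCl2/CHAPS buffer, then 25nM Ub-CHOP2 and 25nM reporter substrate; fluorescence (Ex 485/Em 531) read after 60min RT, normalized to NEM inhibition, concentration-response curves fitted.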
ELG1 DNA repair: ELG1-dependent DNA repair inhibition | HEK293T ELG1-luciferase reporter, luminescence, 16 h; DNA damage induced by 5-fluorouridine | Potency, µM (top dose mostly 46.1 µM), for the others: top-dose activity change, negative = inhibition, usual class: inhibitors | 330,000 tested, 2.3% active | AID 504467; also: potency is read from the fitted curve at half-maximal effect; % is scaled to controls: 0 for no effect and ±100 for the full control effect; nearly all actives have a fitted effect of over 55% in size
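DMSO vehicle served as the neutral condition. Each well held 2,000 cells given 5-fluorouridine plus compound; after 16 hr at 37 °C/5% CO2, ONE-Glo was added and luciferase measured 30 min later.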
The depositor's hits bear a star; ? = inconclusive; nt = no result given; [ ] = remark or other dose. Unless noted, calls follow the shape of the dose curve; as a rule, active = well fitted curve in the direction sought with a large enough effect; inconclusive = small, poorly fitted or top-dose-only effect, or another doubt; inactive = no such curve, though single readings can be large; an effect the other way counts as inactive or inconclusive. This is a subset; count on the stated rates, not on these rows.

compound	KCNH2 3.1 block	TSHR antagonist	AT treatment	Mito fusion yeast	Eya2 inh	TCR act	TRPV1 ag	KCNH2 WT inh	USP2a block	ELG1 DNA repair
Cc1cc(C)cc(N(C(=O)c2ccco2)C(C(=O)NC2CCCC2)c2ccncc2)c1 (stereo not drawn)	-6.2	9.9	-6.4%	-1.3%	10.0%	-3.3%	9.6	-16.8	3.2%	7.4%
CC(C)N(C)Cc1cn(C)nc1-c1ccc(Oc2ccccc2)cc1	-4.2	-1.8	-10.2%	4.9%	-15.2%	nt	2.8	4.9	0.2%	-0.9%
CCOC(=O)c1nnn2c1nc(SCC(C)=O)c1ccccc12	22.3	6.0	-0.1%	3.4%	9.3%	0.0%	1.2	-3.2	-1.8%	28.2%
Cc1ccc(C(CC(=O)NCc2ccco2)c2ccc(OC(C)C)cc2)cc1 (stereo not drawn)	-20.0	-34.3	nt	1.7%	?	5.3%	?	-12.5	-5.7%	nt
COc1ccc(C2C(C(=O)NCC3CCCO3)c3cc(OC)c(OC)cc3C(=O)N2C)cc1OC (stereo not drawn)	9.8	10.4	14.6%	-3.4%	-4.5%	-10.2%	-2.9	5.5	3.0%	6.0%
COc1ccc(NC(=O)ON=C2c3ccccc3-c3ccccc32)cc1	-11.7	40.8	6.8%	4.8%	-0.9%	-3.5%	-2.4	-11.1	-5.4%	17.5%
CCOC(=O)[C@@H]1[C@H]2COc3cc(OC)ccc3[C@@H]2N2C(=O)N(c3ccc(OC)cc3)C(=O)[C@@]12C	3.9	-4.6	8.6%	nt	7.1%	-1.4%	nt	-5.3	0.8%	15.0%
CCC(Sc1ccc2nnc(-c3ccc(F)cc3)n2n1)C(=O)OC (stereo not drawn)	-8.1	-5.4	1.1%	12.5%	1.8%	-2.3%	19.0	-16.3	-1.2%	-8.9%

Whole records as entered above. Screens in order: KCNH2 3.1 block | TSHR antagonist | AT treatment | Mito fusion yeast | Eya2 inh | TCR act | TRPV1 ag | KCNH2 WT inh | USP2a block | ELG1 DNA repair
`COc1ccc(NC(=O)ON=C2c3ccccc3-c3ccccc32)cc1` as listed: -11.7 | 40.8 | 6.8% | 4.8% | -0.9% | -3.5% | -2.4 | -11.1 | -5.4% | 17.5%
`CCC(Sc1ccc2nnc(-c3ccc(F)cc3)n2n1)C(=O)OC` (stereo not drawn) as listed: -8.1 | -5.4 | 1.1% | 12.5% | 1.8% | -2.3% | 19.0 | -16.3 | -1.2% | -8.9%
`CCOC(=O)c1nnn2c1nc(SCC(C)=O)c1ccccc12` as listed: 22.3 | 6.0 | -0.1% | 3.4% | 9.3% | 0.0% | 1.2 | -3.2 | -1.8% | 28.2%

(continued)
compound	KCNH2 3.1 block	TSHR antagonist	AT treatment	Mito fusion yeast	Eya2 inh	TCR act	TRPV1 ag	KCNH2 WT inh	USP2a block	ELG1 DNA repair
Nc1ncnc2c1ncn2Cc1ccccc1	-3.4	1.4	2.1%	3.9%	11.4%	-2.7%	3.9	-8.0	1.0%	-7.0%
Cc1cccc(N(CC(=O)N2CCN(c3ccccc3F)CC2)S(C)(=O)=O)c1	-84.5*	11.4	3.3%	5.9%	6.7%	3.9%	5.7	-1.9	5.6%	-3.3%
O=C(C1CC=CCC1)N1CCN(S(=O)(=O)c2ccc(F)cc2)CC1 (stereo not drawn)	-2.6	21.0	1.3%	1.1%	4.7%	0.2%	-4.3	-17.2	-0.1%	4.8%
CCOc1cccc(/C=N/NC(=O)c2cccnc2)c1O	6.0	0.1	4.8%	-0.4%	0.5%	0.4%	3.7	-2.6	-0.8%	?
COc1cccc(-c2sc3ccc(OC)cc3c2C#CCCO)c1	nt	-31.4	?	0.2%	1.1%	2.3%	19.9	nt	0.0%	-18.3%
COc1ccc(C(=O)OCC(=O)N(C)C2CCS(=O)(=O)C2)cc1Br (stereo not drawn)	3.5	1.2	-2.8%	-1.5%	23.1%	-2.3%	-2.1	-2.1	0.6%	?
CSCCC(NC(=O)c1ccccc1Cl)C(=O)N1CCCCC1 (stereo not drawn)	-0.4	nt	15.6%	11.9%	2.5%	nt	9.0	-4.9	0.7%	12.4%
Nc1nonc1-c1noc(N2CCOCC2)n1	20.3	-1.4	nt	-6.3%	5.2%	9.8%[46.1 µM]	-0.1	1.4	3.3%	?
CSc1ccc(/C=C(/NC(=O)c2ccc(C)cc2)C(=O)Nc2cccc(C)c2)cc1	-1.4	-3.2	0.4%	-2.3%	0.4%	-2.0%[46.1 µM]	2.3	-17.0	2.3%	15.6%
CCSc1nnc(NC(=O)C2CCCCC2)s1	16.3	-18.8	1.4%	4.5%	5.9%	-1.3%	0.8	15.6	0.4%	?
COc1ccc([N+](=O)[O-])cc1NC(=O)c1ccc(-n2nc(C)cc2C)cc1	7.2	5.4	-3.3%	-1.8%	4.5%	4.3%	0.3	14.6	1.0%	-3.3%
COc1ccc(NC(=O)CSc2nc3[nH]ncc3c(=O)[nH]2)cc1OC	-7.1	-1.2	-4.6%	-3.8%	6.1%	-29.9%	-0.5	-5.6	-1.0%	0.9%
COc1ccc(/C=N\Nc2ccccn2)c(OC)c1	6.9	4.0	-12.2%	-0.9%	4.4%	-2.9%	0.7	2.7	0.1%	?
COc1cc2c(C(=O)NCCCOC(C)C)cn(CC(C)C)c(=O)c2cc1OC	3.7	-6.5	2.5%	2.2%	-17.2%	-3.0%	-0.4	7.8	-6.3%	-12.7%
O=C(COC(=O)c1ccccc1NCCO)Nc1cc(C(F)(F)F)ccc1N1CCOCC1	-10.0	0.8	27.6%	1.9%	-16.0%	-0.8%	5.6	-7.1	-0.5%	?
Cc1ccc(SC[C@H](CC(C)C)N2CCN(CCc3ccccc3)CCC2=O)cc1	nt	26.9	40.9%	10.0%	-20.0%	2.3%	24.6	nt	-12.3%	26.6%
COc1ccccc1CCNC(=O)C(=O)Nc1cc2c3c(c1)C(C)C(=O)N3CCC2 (stereo not drawn)	-28.0	-22.7	5.6%	-3.2%	-9.8%	4.6%	-5.0	-2.9	-0.9%	5.7%
Brc1ccc2[nH]ncc2c1	8.6	9.7	-6.8%	-0.5%	1.5%	-8.3%[46.1 µM]	-0.9	-13.7	4.4%	-9.6%
COc1cccc(/C=N/NC(=O)C(=O)NCc2cccnc2)c1OC	2.1	-6.5	-0.4%	3.9%	6.0%	-0.3%	1.2	5.0	-1.1%	0.1%
CCCCOc1ccc(S(=O)(=O)n2c(C)nc3ccccc32)cc1	2.7	-26.5	6.0%	-0.7%	3.2%	-1.4%	6.0	-9.6	-0.2%	-13.9%
Cc1ccc(NC(=O)CN2C(=O)C3C4C=CC(C4)C3C2=O)cc1 (stereo not drawn)	-5.2	6.6	-1.2%	5.5%	6.4%	-8.6%	2.6	-4.3	1.2%	6.9%
CC(=O)Nc1ccc(S(=O)(=O)Nc2nc(C)nc3sc4c(c23)CCC4)cc1	5.6	-4.7	4.5%	-1.7%	-2.3%	11.8%	2.9	-12.0	0.0%	1.8%
CC(CN1CCCC1)C(=O)NN (stereo not drawn)	5.7	-6.0	0.8%	-1.4%	2.1%	1.0%	1.6	-3.7	-1.0%	-4.9%
CN(C)CCN(Cc1cc2cc3c(cc2[nH]c1=O)OCO3)C(=S)NCc1ccco1	6.1	1.5	1.9%	-1.1%	-1.5%	-0.3%	25.2	6.2	0.8%	0.7%
CCc1c(C(C)S(=O)(=O)c2ccccc2)[nH]c(=O)n1CC (stereo not drawn)	13.2	11.5	6.6%	-2.0%	-0.8%	8.0%	-3.1	1.0	-0.2%	9.2%
COc1ccc(OC)c(C2C(C(=O)N(C)C)=C(C)Nc3nc4ccccc4n32)c1 (stereo not drawn)	-1.4	7.1	-4.0%	-5.5%	-7.0%	1.6%	-4.4	-3.7	0.4%	8.8%
COc1ccc(C(=O)c2ccsc2N)cc1	2.8	-1.8	-14.1%	11.3%	14.7%	-1.9%	-0.3	1.9	4.7%	?
COc1ccc(C2CC(c3ccc(Cl)cc3)Nc3nc(NC(=O)c4ccco4)nn32)cc1 (stereo not drawn)	-71.4*	21.5	-3.2%	1.8%	-6.2%	-1.5%	-2.6	-37.8	-3.4%	?
COc1ccc(C(=O)N2CCC(C(=O)Nc3ccc(C)cc3)CC2)cc1	-27.0	4.7	-0.2%	7.6%	-0.8%	4.1%	-1.1	nt	1.9%	-2.2%
O=C(Cn1cc2c(n1)CCCCC2)NCCN1CCOCC1	4.3	12.2	-1.3%	2.4%	2.6%	-1.0%[46.1 µM]	3.7	4.8	4.1%	18.6%
O=C1OCC2=C1C(c1ccc(F)cc1)CC(=O)N2c1ccc(F)cc1 (stereo not drawn)	nt	7.8	3.6%	0.4%	-3.7%	nt	1.6	nt	0.8%	12.6%
